Source: PubChem (National Center for Advancing Translational Sciences (NCATS))
Luc counter: Kinase-Glo luciferase inhibition (counter-screen). Q27757. Kinase-Glo luciferase, ATP luminescence, 8 min. Potency, µM (doses to about 38.3 µM), inactives show at the top dose activity change, negative = inhibition, hits mostly inhibitors. 200,000 compounds, 0.28% hits; further: potency means the concentration at half of the fitted maximal effect; on the % scale 0 is the no-effect control and ±100 the full control effect; nearly all actives have a fitted effect of over 60% in size
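Compound is pinned into ATP-containing buffer (10 uM ATP, imidazole pH 7.2, 7 mM MgCl2). Kinase-Glo luciferase reagent is then added. Light output is recorded following an 8-min room-temperature incubation.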
HttQ103 aggreg: inhibitors of mutant huntingtin aggregate formation in PC12 cells; PC12 HttQ103-GFP aggregates, Acumen cytometry, 40 h; Potency, µM (highest dose often 46.1 µM), for inactives: at the top dose activity change, negative = inhibition, actives largely listed as inhibitors; 220,000 compounds, 1.1% hits; AID 1688; further: potency means the concentration at half of the fitted maximal effect; on the % scale 0 is the no-effect control and ±100 the full control effect; nearly all actives have a fitted effect of over 60% in size
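PC12 cells stably carrying ecdysone-inducible HTT exon 1 Q103–GFP were induced with tebufenozide (100 nM final) and treated with library compounds in titration. GFP aggregates in lysates were counted by laser scanning cytometry.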
SMN2 splice enh: increases expression of the SMN2 splice variant. HEK293 SMN2-luciferase splicing reporter, luminescence, 30-36 h. Potency, µM (highest dose often 46.1 µM), for inactives: at the highest dose activity change, positive = activation, usual class: activators. 210,000 compounds, 2.8% hits. AID 1458; further: potency means the concentration at half of the fitted maximal effect; % of control where 0% means no effect; nearly all actives have a fitted effect of over 55% in size
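qHTS luciferase splicing reporter: luminescence rises when SMN2 exon 7 is included in transfected HEK293 cells. Compound exposure lasted 30-36 h at 37C, with 4.5 mM final sodium butyrate as control, followed by a ONE-Glo read.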
CBFb RUNX1 block: inhibitors of human CBF-beta and RUNX1 interaction; AlphaScreen CBFb-His/RUNX1-biotin binding, biochemical; AID 1477; 230,000 tested, under 10 active; Potency, µM (series often up to 59.8 µM), without a hit: top-dose activity, negative = inhibition, most hits filed as inhibitors; Q01196+Q13951; further: % of control where 0% means no effect
Target sequence (Q01196 whole entry, looked up): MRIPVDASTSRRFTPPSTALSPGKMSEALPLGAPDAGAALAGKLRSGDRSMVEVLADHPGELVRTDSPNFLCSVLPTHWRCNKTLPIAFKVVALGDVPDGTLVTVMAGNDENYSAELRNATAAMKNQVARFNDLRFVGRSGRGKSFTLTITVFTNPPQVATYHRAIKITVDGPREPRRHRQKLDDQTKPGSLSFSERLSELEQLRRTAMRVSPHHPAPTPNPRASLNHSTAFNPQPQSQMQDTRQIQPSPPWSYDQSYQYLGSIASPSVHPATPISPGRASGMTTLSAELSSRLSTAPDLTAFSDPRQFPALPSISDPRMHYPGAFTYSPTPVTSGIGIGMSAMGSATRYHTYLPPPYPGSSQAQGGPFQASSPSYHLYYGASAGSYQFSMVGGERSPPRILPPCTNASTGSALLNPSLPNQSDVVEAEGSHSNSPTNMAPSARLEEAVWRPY
Target sequence (Q13951 whole entry, looked up): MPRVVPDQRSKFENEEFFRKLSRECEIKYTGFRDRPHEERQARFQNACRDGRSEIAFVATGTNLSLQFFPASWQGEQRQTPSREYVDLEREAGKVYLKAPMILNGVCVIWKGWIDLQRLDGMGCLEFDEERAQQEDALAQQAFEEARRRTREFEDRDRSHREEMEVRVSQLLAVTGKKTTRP
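CBFb-His/RUNX1-biotin, 30 nM each, preincubated 20 min RT; compound 15 min RT; Ni + streptavidin beads 50 ng each, 90 min RT; AlphaScreen read.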
LMNA splice mod: modulators of lamin A splicing; Potency, µM (doses to about 46.1 µM), for the others: top-dose ratio change, negative = inhibition, hits mostly inhibitors; 200,000 compounds, 0.01% hits; HeLa LMNA splicing GFP/RFP minigene ratio, 48 h; active means well fitted inhibition curve with a large enough effect in the signal ratio, with a control signal flat, not every such curve was filed as active; inconclusive means small, poorly fitted or top-dose-only effect, or effect the other way, or a change in a side signal; the % refers to the signal ratio; further: potency means the concentration at half of the fitted maximal effect; on the % scale 0 is the no-effect control and ±100 the full control effect
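S3 HeLa stable clones carrying a lamin A-EGFP splicing minigene plus DsRed2 were seeded at 600 cells/well in Opti-MEM with 2% FBS, pin-dosed and incubated 48 h at 37°C. Acumen cytometry (488 nm) gave the GFP/RFP total-intensity ratio.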
HTT ATP protect: Huntington cell model cytoprotection by ATP luminescence; 230,000 compounds, 0.14% hits; AID 1471; Potency, µM (highest dose often 56.4 µM), inactives show cytoprotection (ATP increase), actives largely listed as activators; PC12 HTT-Q103 induced, cytoprotection, ATP luminescence, 40 h;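 further: potency means the concentration at half of the fitted maximal effect; % of control where 0% means no effect; nearly all actives have a fitted effect of over 45% in size; toxic huntingtin expression switched on by the ecdysone agonist tebufenozide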
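Readout: ATPlite luminescence (ATP level). Model: stable PC12, inducible Htt exon1 Q103-GFP. Inducer: tebufenozide, 100 nM final. Compounds: dose series. No G418 in medium.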
IMPase Li inh: cell-permeable IMPase inhibitors with lithium potentiation; CHO-M1 cells, IP1 TR-FRET (IP-One), carbachol + lithium; Potency, µM (highest dose often 59.4 µM), without a hit: at the top dose activity, negative = IMPase inhibition, most hits filed as inhibitors; 210,000 compounds, 0.35% hits;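 further: IP1 builds up when IMPase is blocked and the TR-FRET signal falls; potency means the concentration at half of the fitted maximal effect; plate controls were basal vehicle for no effect and high inhibitor control for full effect; nearly all actives have a fitted effect of over 50% in size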
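Concentration–response in CHO-M1 cells, lithium-potentiated; 30 min at 37C. IP1 detected by competitive TR-FRET after 10 min lysis at RT. Hill-fitted AC50.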
* = called active by the depositor; ? = inconclusive; / = not tested or not shown; & = joins results of further samples; [ ] = dose if it differs, or a comment. Unless noted, the call rests on the fitted dose curve; in most records, active means well fitted curve in the direction sought with a large enough effect; inconclusive means small, poorly fitted or top-dose-only effect, or another doubt; inactive means no such curve, though single readings can be large; an effect the other way counts as inactive or inconclusive.

Values run as follows: Luc counter	HttQ103 aggreg	SMN2 splice enh	CBFb RUNX1 block	LMNA splice mod	HTT ATP protect	IMPase Li inh
[1] Cc1cc(C)cc(OCC(=O)NN2C(=O)c3ccccc3C2=O)c1
→ 0%	-3%	-14%	4%	?	/	-6%
[2] CCOc1ccccc1CN1CCN(Cc2cn(C)nc2-c2ccccc2)CC1CCO (configuration not stated)
→ -2%	-4%[9.22 µM]	/	8%	-1%[46 µM]	10%[10 µM]	7%
[3] CC(=O)Nc1cccc(/C(C)=N/NC(=O)c2ccc(NS(=O)(=O)c3cccs3)cc2)c1
→ /	24%[9.22 µM]	/	0%	/	18%[10 µM]	/
[4] CN(C)S(=O)(=O)c1cccc(N=c2scc(-c3ccc4c(c3)NC(=O)CO4)n2CC2CCCO2)c1 (configuration not stated)
→ 19%	?	-53%[inhibitor]	-20%	-24%	-70%[inhibitor]	53%[activator][38.3 µM]
[5] CN(C)CC(=O)N1c2ccccc2Sc2ccc(Cl)cc21
→ 6%	-5%[9.22 µM]	-11%	8%	6%[46 µM]	-3%[10 µM]	33%[activator]
[6] O=C(N/N=C\c1cc([N+](=O)[O-])ccc1N1CCOCC1)c1ccccn1
→ 1%	15%	-11%	6%	-7%[46 µM]	16%	4%
[7] CC(=O)N1CCN(c2ccc([N+](=O)[O-])cc2C#N)CC1
→ 1%	8%	11%	0%	?	-17%[10 µM]	11%
[8] COc1c(F)c(F)c(C(=O)O)c(Nc2ccccc2)c1F
→ 0%	-8%	3%	1%	1%	-10%	-4%[38.3 µM]
[9] Cc1sc(N2C(=O)C3C(C2=O)[C@H]2C=C[C@@H]3C2)c(C#N)c1C (some centres not stated)
→ /	-10%[9.22 µM]	/	4%	/	-1%[10 µM]	/
[10] CC(C)CCOC(=O)C1[C@H]2C(=O)N(Cc3cccs3)C[C@]23C=C[C@H]1O3 (some centres not stated)
→ 0%	1%	-3%	-2%	12%	16%	-7%[38.3 µM]
[11] Cc1csc(NC(=O)CN2C(=O)C3CC=CCC3C2=O)n1 (configuration not stated)
→ 2%	-8%[9.22 µM]	3%	-3%	7%	1%	-6%[38.3 µM]
[12] S=c1[nH]nc2n1CCCN2
→ /	-9%[9.22 µM]	/	-1%	/	5%[10 µM]	/
[13] CN1CCN(C(=O)/C=C/c2cn(-c3ccccc3)nc2-c2ccc3c(c2)OCCO3)CC1
→ -1%	-2%	3%	-12%	-20%[46 µM]	-25%	5%
[14] COc1ccc(C2Nc3ccccc3C(=O)N2Cc2ccco2)cc1CN1C(=O)c2ccccc2C1=O (configuration not stated)
→ 5%&-2%	1%[9.22 µM]	14%&7%	-22%&-7%	6%	-23%	6%[38.3 µM]
[15] Cc1ccc(S(=O)(=O)N2CCN(CC(=O)N/N=C\c3ccc(Cl)c([N+](=O)[O-])c3)CC2)cc1
→ 0%	27%	18%	-20%	-7%	-20%[10 µM]	-6%
[16] Cc1cc(C)c2nc(N3CCC(C(=O)NCCCN4CCCCC4)CC3)sc2c1
→ -2%	-18%	17%	6%	?	-84%[inhibitor]	58%[activator][38.3 µM]
[17] Cc1ccc2cccc(NC(=S)NC(=O)c3ccn(C)n3)c2n1
→ 3%	-13%	4%	-12%	6%	18%[1.9 µM]	18%
[18] CC1(C)S[C@@H]2[C@H](NC(=O)Cc3ccccc3)C(=O)N2[C@H]1C(=O)O
→ -1%	16%	-10%	10%	?	-76%[inhibitor]	7%&-4%&-5%
[19] Cc1noc(C)c1C(=O)Nc1sc(C)c(C)c1C#N
→ 1%	11%	-3%	-3%	?	-5%	23%[38.3 µM]
[20] O=C(CSCc1ccc(Cl)cc1)N/N=C/c1ccco1
→ 11%	-7%	-13%	-2%	?	-18%	0%
[21] CCN(CC)C(=O)COC(=O)c1cc(-c2ccc(OC)cc2)nc2ccccc12
→ -5%	12%	-23%	?	-4%	-74%[inhibitor]	9%[38.3 µM]
[22] COCC(C)n1c(C)cc(C(=O)CSc2nnc(Nc3ccccc3F)s2)c1C (configuration not stated)
→ -1%	?	-25%	-18%	2%	-15%	9%[38.3 µM]
[23] CCOC(=O)c1nnn(-c2nonc2-n2cccc2)c1CN1CCC(C(=O)OCC)CC1
→ -1%	14%	-8%	3%	-3%	-6%	8%[38.3 µM]
[24] Cc1ncc([N+](=O)[O-])n1CC(=O)NC(C)(C)C
→ -1%	11%	10%	2%	-10%	22%[10 µM]	1%
[25] O=C(CCCn1c(=S)[nH]c2cc3c(cc2c1=O)OCO3)N1CCN(C2CCCCC2)CC1
→ 0%	-5%	-1%	7%	4%	26%	4%[38.3 µM]
[26] COc1cccc(C(=O)Nc2ccc(F)c(F)c2F)c1
→ -7%	/	?	6%	8%[0.0737 µM]	?	3%[38.3 µM]
[27] Cc1ccc(S(=O)(=O)N2CCCCC2)cc1NC(=O)CSc1nncn1-c1ccccc1
→ 3%	12%	-9%	12%	24%[46 µM]	7%	7%
[28] CCN(CC)S(=O)(=O)c1cccc(C(=O)OCC(=O)c2ccc3c(c2)NC(=O)CO3)c1
→ -1%	-1%	-22%	2%	4%	-19%	2%[38.3 µM]
[29] COc1cccc(C2CC(c3cccs3)=NN2C(=O)CSc2nc3ccccc3s2)c1OC (configuration not stated)
→ 0%	1%	14%	-1%	?	16%[10 µM]	-12%
[30] Cc1nn(Cc2ccc(F)cc2)c(C)c1NC(=O)C1c2ccccc2Oc2ccccc21
→ 1%	?	8%	4%	7%	-1%[10 µM]	12%

Copied from the list.
CBFb RUNX1 block result of cpd 26 → 6%
Luc counter result of cpd 21 → -5%
HttQ103 aggreg result of cpd 15 → 27%

Random excerpt: 2 entries already listed, in no set order.
Values run as follows: Luc counter	HttQ103 aggreg	SMN2 splice enh	CBFb RUNX1 block	LMNA splice mod	HTT ATP protect	IMPase Li inh
[14] COc1ccc(C2Nc3ccccc3C(=O)N2Cc2ccco2)cc1CN1C(=O)c2ccccc2C1=O (configuration not stated)
→ 5%&-2%	1%[9.22 µM]	14%&7%	-22%&-7%	6%	-23%	6%[38.3 µM]
[12] S=c1[nH]nc2n1CCCN2
→ /	-9%[9.22 µM]	/	-1%	/	5%[10 µM]	/

Later entries:
Values run as follows: Luc counter	HttQ103 aggreg	SMN2 splice enh	CBFb RUNX1 block	LMNA splice mod	HTT ATP protect	IMPase Li inh
[31] O=C(Nc1nncs1)C(Sc1ccccc1)c1ccccc1 (configuration not stated)
→ -4%	-9%	-4%	7%	-5%	12%[10 µM]	6%
[32] CCOC(=O)c1cnc2ccc(C(=O)OC)cc2c1Nc1ccc(C(=O)O)cc1
→ -4%	13%[9.22 µM]	1%	0%	/	15%[10 µM]	16%
[33] CCc1nc(NCCN)c(C#N)c2c1CSC(C)(C)C2
→ -2%	24%	-23%	-4%	-2%	4%	36%[38.3 µM]
[34] COCCOc1cc(NC(=O)CS(=O)CC(=O)N(C)C)c(Cl)cc1Cl (configuration not stated)
→ 2%	-20%	/	7%	/	17%[10 µM]	-2%
[35] CC[C@@H]1OC(=O)[C@H](C)[C@H](O[C@@H]2C[C@](C)(OC)[C@H](O)[C@H](C)O2)[C@H](C)[C@H](O[C@@H]2O[C@@H](C)C[C@@H](N(C)C)[C@@H]2O)[C@](C)(O)C[C@H](C)C(=O)[C@H](C)[C@H](O)[C@]1(C)O
→ -5%[17.1 µM]	/	5%[20.6 µM]	-3%[21.7 µM]	-12%	-53%[inhibitor][17.1 µM]	2%
[36] CCCCn1nnnc1SCC(=O)Nc1ccc(F)cc1
→ -1%	-8%	12%	6%	13%	-5%	-19%[38.3 µM]
[37] O=C(c1ccccc1Br)N1CCC(c2nc3ccccc3s2)CC1
→ 2%	35%[9.22 µM]	/	4%	?	37%[10 µM]	3%
[38] CC(C)=CCN1CCNC(=O)C1CC(=O)NCc1nc(C)c(C)s1 (configuration not stated)
→ 0%	-2%	/	10%	/	-18%	-3%
[39] O=C1CCC2(C(=O)O)Sc3ccccc3N12 (configuration not stated)
→ -4%	-12%	21%	1%	-3%	4%	27%[38.3 µM]
[40] C[N+](C)(CC#N)C/C=C\c1ccccc1
→ 1%	-8%[9.22 µM]	-1%	2%	9%[46 µM]	-16%[10 µM]	10%
[41] Cc1nc(SCC(=O)NC(=O)NCCC(C)C)c2c(-c3cccs3)csc2n1
→ 4%	10%	-9%	1%	-10%	-6%[1.9 µM]	?
[42] COC(=O)C1CCN(C(=O)N2CCOCC2)CC1
→ -3%	-14%	10%	2%	4%	1%	19%[38.3 µM]
[43] O=C(CSc1nnnn1-c1cccnc1)NCc1cccs1
→ 11%	6%	3%	8%	14%	-1%	-7%[38.3 µM]
[44] O=C(Cn1ccc([N+](=O)[O-])n1)N1CCCCCC1
→ 1%	3%	9%	-1%	/	/	4%
[45] Cc1ccc(CNC(C)(C)CO)cc1
→ 2%	-1%	-5%	-5%	-8%	/	-1%
[46] CNC(=O)c1sc(=S)n(-c2ccc(OC)cc2)c1N
→ 8%	7%[9.22 µM]	-9%	2%	-1%[46 µM]	2%[10 µM]	-2%
[47] CCCN1C2=NCCCN2c2ccccc21
→ -2%	11%	-6%	4%	0%	-13%	-17%[38.3 µM]
[48] S=c1[nH]ccn1Cc1ccccc1
→ -1%	-5%	-2%	-6%	8%[46 µM]	11%[10 µM]	-4%
[49] COCCN1C=C2C(=O)C(C)(OC(=O)C3CCCC3)C(=O)C=C2C=C1c1ccsc1 (configuration not stated)
→ -9%[7.66 µM]	2%[9.22 µM]	1%[9.22 µM]	15%[13.1 µM]	-5%[9.22 µM]	-12%&-17%[10 µM]	1%
[50] Cc1ccc(S(=O)(=O)N(C)C)cc1NC(=O)C1CCC1
→ /	20%[9.22 µM]	/	6%	16%[46 µM]	41%[10 µM]	/
[51] COCC(=O)N1CCC(Oc2ccc(C(=O)NCc3cnc(C)cn3)cc2)CC1
→ /	13%[9.22 µM]	/	12%	/	0%[10 µM]	-7%
[52] CSc1nnc(-c2sccc2-n2cccc2)o1
→ 0%	1%	0%	3%	-9%[46 µM]	7%	-11%
[53] COc1cc(-c2noc(C)n2)cc(OC)c1OC
→ /	-4%[9.22 µM]	/	5%	/	-1%[10 µM]	/
[54] CCN1CCN(c2nc(N)c([N+](=O)[O-])c(Nc3ccc(C)cc3)n2)CC1
→ 1%	19%	-10%	8%	?	/	9%
[55] Cc1[nH]nc(SCC(=O)NCc2ccccc2)c1[N+](=O)[O-]
→ -2%	2%	-15%[1.84 µM]	4%	-1%	16%[10 µM]	?
